ROC1-CUL1 inh = human ROC1-CUL1 E3 ligase inhibition; P62877+Q13616; in vitro K48 di-Ub FRET, acceptor:donor ratio, 45 min; inhibition, % at 10 µM; 140,000 compounds, 0.6% hits; in the data active means inhibition above about 25%
Target sequence (P62877 whole entry, looked up): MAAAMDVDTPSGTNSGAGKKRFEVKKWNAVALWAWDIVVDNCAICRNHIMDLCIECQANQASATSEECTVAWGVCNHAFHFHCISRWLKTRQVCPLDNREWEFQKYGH
Target sequence (Q13616 whole entry, looked up): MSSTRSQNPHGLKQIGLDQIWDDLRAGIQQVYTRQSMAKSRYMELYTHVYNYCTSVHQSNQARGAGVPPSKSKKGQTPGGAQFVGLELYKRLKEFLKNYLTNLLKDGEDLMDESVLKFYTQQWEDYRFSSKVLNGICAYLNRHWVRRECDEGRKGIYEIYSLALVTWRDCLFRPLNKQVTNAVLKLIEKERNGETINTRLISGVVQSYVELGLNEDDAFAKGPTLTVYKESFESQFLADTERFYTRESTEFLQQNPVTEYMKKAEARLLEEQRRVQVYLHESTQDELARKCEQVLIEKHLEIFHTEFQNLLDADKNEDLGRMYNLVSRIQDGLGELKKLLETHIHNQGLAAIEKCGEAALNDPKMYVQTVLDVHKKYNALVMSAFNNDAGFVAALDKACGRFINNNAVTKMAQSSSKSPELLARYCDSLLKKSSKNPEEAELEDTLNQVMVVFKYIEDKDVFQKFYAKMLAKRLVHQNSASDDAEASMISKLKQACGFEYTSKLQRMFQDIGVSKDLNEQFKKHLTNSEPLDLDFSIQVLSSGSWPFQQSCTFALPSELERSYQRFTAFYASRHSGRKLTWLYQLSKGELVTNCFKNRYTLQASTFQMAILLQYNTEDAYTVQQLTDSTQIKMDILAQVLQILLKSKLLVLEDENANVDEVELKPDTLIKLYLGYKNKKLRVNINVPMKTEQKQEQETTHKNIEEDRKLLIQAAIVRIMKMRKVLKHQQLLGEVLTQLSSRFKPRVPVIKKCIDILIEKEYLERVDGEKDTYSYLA
* marks the source's active call; other numbers are inactive results. The list is partial; rates above refer to the full screens.

SMILES | ROC1-CUL1 inh
CCOC(=O)c1sc(NC(=O)Cc2c(F)cccc2Cl)c(C(=O)OCC)c1C | -8
COC(=O)CN1C(=O)S/C(=C/c2ccc(OC(C)C)c(Br)c2)C1=O | -1
CC(=O)Oc1cc2c(C(=O)c3ccccc3)c(C)oc2c2ccccc12 | -6
O=C(/C=C/c1ccc(Br)cc1)NCCc1ccccc1 | -10
C=C(Br)CNCc1ccco1 | -18
CN(C)S(=O)(=O)N1CCC(C(=O)Nc2ccccc2-c2ccccc2)CC1 | 5
Cc1ncc2c(c1-c1noc(CCc3nc4ccccc4s3)n1)CCNC2 | 5
COc1ccc(C2C3C(=O)CC(C)(C)CC3=Nc3ccccc3N2C(C)=C2C(=O)c3ccccc3C2=O)c(OC)c1 (stereo not given) | -1
Cc1ccc(Cl)cc1N1CCN(CCNC(=O)Nc2ccccc2Cl)CC1 | -3
CC(=O)Nc1ccc(NC(=O)C2(c3cccs3)CCOCC2)cc1 | -3
Cc1cccc(NC(=O)NC2COc3ccccc3C2)c1C (stereo not given) | -6
Cc1cccc(C(=O)N2CCC(N3CCN(Cc4ccc(F)cc4)C(=O)C3=O)CC2)c1 | -1
Cc1ccc(NC(=O)CSc2nc3ccc(NC(=O)COc4ccc(C)cc4)cc3s2)cc1 | 6
Cc1ccc(S(=O)(=O)Oc2cccc3oc4ccccc4c(=O)c23)cc1 | -2
c1ccc(CC23CCCCC2=Nc2ccccc23)cc1 (stereo not given) | -3
CC(C)(C)CC(=O)N1CCN(S(=O)(=O)c2ccc(F)cc2)CC1 | -3
O=C(NCCOC(=O)c1ccc(C(=O)OCCNC(=O)c2cccnc2)s1)c1cccnc1 | 4
CCOCC(=O)Nc1cccc(C(=O)Nc2ccccc2OCC)c1 | 5
O=C(CSc1nc2c(c(=O)[nH]1)CCC2)Nc1cc(C(F)(F)F)ccc1Cl | 3
COc1cccc(Cn2c(=O)n(Cc3ccco3)c(=O)c3oc4ccccc4c32)c1 | -8
O=C(CSc1nc2scc(-c3ccccc3)c2c(=O)n1-c1ccccc1)c1ccccc1F | 8
Cc1ccc(OC(C)C(=O)N2CCN(C(=O)c3ccco3)CC2)c(C)c1 (stereo not given) | -2
Cc1ccc(-c2cc(C(F)(F)F)n3nc(C(=O)NCc4cn(-c5ccccc5)nc4-c4ccccc4)cc3n2)cc1C | 5
CCC(SC1=NCCN1)C(=O)c1ccc(Cl)cc1 (stereo not given) | 5
COc1cc(NC(=O)c2c(C)oc3ncnc(N4CCCCC4)c23)cc(OC)c1 | 8

In the list so far, four contain a thiophene ring, fused or not:
SMILES | ROC1-CUL1 inh
CCOC(=O)c1sc(NC(=O)Cc2c(F)cccc2Cl)c(C(=O)OCC)c1C | -8
CC(=O)Nc1ccc(NC(=O)C2(c3cccs3)CCOCC2)cc1 | -3
O=C(NCCOC(=O)c1ccc(C(=O)OCCNC(=O)c2cccnc2)s1)c1cccnc1 | 4
O=C(CSc1nc2scc(-c3ccccc3)c2c(=O)n1-c1ccccc1)c1ccccc1F | 8

(list continues)
SMILES | ROC1-CUL1 inh
CCc1ccc(-n2c(SCc3ccccc3F)nc3[nH]ncc3c2=O)cc1 | -4
CC(=O)c1cccc(NC(=O)CCC(=O)O)c1 | -2
COc1cc(Cl)c(C)cc1NC(=O)c1sc2nc3n(c(=O)c2c1C)CCCCC3 | 9
O=C(Nc1ccc(-c2cc(-c3ccccc3)nc(-c3ccc(NC(=O)C(F)(F)F)cc3)n2)cc1)C(F)(F)F | -8
CC(Cc1ccsc1)NC(=O)CCCn1nnnc1CN1CCOCC1 (stereo not given) | -1
Cc1cccc(N2CCN(C(=O)c3c(F)cccc3F)CC2)c1C | -4
COc1ccccc1NC(=O)c1cccc(F)c1 | 13
CCOC(=O)N1C(=O)C2(CCCCC2)N(c2ccc(C)cc2)C1=S | 8
NCC(=O)N1CCCC(Cn2cc(CN3CCC4(CCCC4)C3)nn2)C1 (stereo not given) | 4
CCc1nnc(NC(=O)CSc2nnc(CNc3ccc(C)cc3)n2CC)s1 | -3
COc1ccc(-c2c(C)nn3c4c(cnc23)C(=O)CC(c2ccc(C)cc2)C4)cc1 (stereo not given) | -2
CC(C)C(=O)N1CCN(c2ccc(NC(=O)c3ccc(C#N)cc3F)cc2Cl)CC1 | 6
c1csc(CN2CCc3[nH]nc(-c4ccc5c(c4)OCO5)c3C2)c1 | 2
O=C(O)c1ccc(C(=O)Nc2cc(Cl)ccc2Cl)c(C(=O)O)c1 | -7
O=C(O)c1ccc(COc2ccc3ccccc3c2CC2=NC(=O)N(c3cccc(Cl)c3)C2=O)cc1 | 19
O=C(NC(NCc1ccccc1)C(Cl)(Cl)Cl)c1ccc(Br)cc1 (stereo not given) | 2
CC(=O)N1CCC[C@H]1C(=O)NCc1cccnc1Oc1ccccc1C | -8
Cc1cccc(N2CCN(C(=O)N=C3CN(CC(C)C)C(=O)c4ccccc43)CC2)c1C | 1
CN1CCCC(CN(CCc2ccccc2)C(=O)c2cc[n+]([O-])cc2)C1 (stereo not given) | 9
CCOC(=O)c1cccc(N=C2C(=O)N(c3ccc(OC)cc3)C(=O)C2Cl)c1 (stereo not given) | 8
COc1ccc(-n2nc3c(n2)C(N)NN3)cc1 (stereo not given) | 0
Cc1c(-c2cccc(NC(=O)Cc3ccccc3)c2)nc2ncccn12 | 2
COc1ccccc1OCC(=O)Nc1ccc(S(=O)(=O)N2CCCCC2)cc1 | 10
CC(C)CC(=O)Nc1nnc(SCc2cc(=O)n3ccccc3n2)s1 | -1
Cc1oc(-c2ccccc2F)nc1CSc1nnc(C)n2c1cc1occc12 | -2
Going on with the list.
SMILES | ROC1-CUL1 inh
CCOc1ccc(CNCc2c(C(=O)O)n(Cc3ccccc3F)c3cc(OC)ccc23)cc1 | -8
COc1cc(C=Nc2ccc(Br)cc2)c([N+](=O)[O-])cc1OC | -4
Cc1ccc2oc(-c3cc(N=Cc4cc(Br)c(O)c(Br)c4O)ccc3Cl)nc2c1 | 10
O=C(CSC(=S)N1CCOCC1)c1c[nH]c2ccccc12 | -5
Cc1ccc(Cn2c(C)c3cnn(CC(=O)N4CCN(c5cc(C)ccc5C)CC4)c(=O)c3c2C)cc1 | -3
CN(C)c1ncc2c(n1)CCCC2NC(=O)Cn1cccn1 (stereo not given) | 7
CC(C)(C)c1cc(OC(=O)C2CC2)ccc1O | 9
Cc1ccccc1NC(=O)NCCc1c[nH]c2ccccc12 | 0
COC(=O)c1ccc(NC(=O)CSc2nc(C)cc(C)c2C(=O)Nc2ccccc2)cc1 | 0
CCS(=O)(=O)Nc1ccc(C)cc1 | 12
COc1ccc(OCc2ccc(Cl)cc2Cl)cc1OC | 10
CC(=O)Nc1ccc(-c2nnc3n(CC(C)C)c(=O)c4ccccc4n23)cc1 | 5
O=C(NCc1ccc(F)cc1)c1c2c(nc3ccccc13)C(=O)N(C1CCCCC1)C2 | 2
CCOc1ccc(N2C(=O)/C(=C/c3cccn3-c3cccc(C(=O)O)c3)C(=O)NC2=S)cc1 | 19
O=C(Nc1cccc(C(F)(F)F)c1)c1cc(S(=O)(=O)N2CCCC2)c[nH]1 | -6
COc1ccc(-c2cc(N)n(-c3nc(-c4ccccc4)cs3)n2)cc1 | 1
COc1cc2nc(N3CCN(C)CC3)nc(NNC(N)=O)c2cc1OC | 6
CCc1ccc(CN2CCC(n3cc(C(C)(C)N)nn3)CC2)cc1 | 6
COc1ccccc1NC(=O)CCS(=O)(=O)c1cc2c3c(c1)CCN3C(=O)CC2 | -7
Cc1nc(N2CCN(c3ccccc3F)CC2)nc2c1C(=O)CC(C)C2 (stereo not given) | 4
Cc1ccc(NS(=O)(=O)c2cc3[nH]c(=O)c(=O)[nH]c3cc2C)cc1N(C)C | 4
Cc1cnccc1CN(C)C(=O)C1(N2C[C@@H](C)O[C@@H](C)C2)Cc2ccccc2C1 | -8
CCN(CC)c1ccc(/C=C2\C(=O)NC(=S)N(c3ccc(Br)cc3)C2=O)cc1 | 28*
Cc1nn(-c2ccc(N3CCCCC3)nn2)c(C)c1CCC(=O)Nc1ccc(F)cc1F | -16
O=c1oc2ccccc2cc1C1=NC2(CCCCC2)Cc2ccccc21 | 2
Going on with the list:
SMILES | ROC1-CUL1 inh
CSc1nc2ccc(N=Cc3cccc(Cl)c3)cc2s1 | -4
C/C(=N\NC(=O)c1cc(-c2cccs2)nc2ccccc12)c1ccc(NC(=O)c2cccnc2)cc1 | -7
CCCc1cc(C(=O)Nc2cc(OC)ccc2OC)n(C)n1 | 14
O=C(Nc1ccnn1C1CCN(C(=O)COc2ccccc2)CC1)C1CCOC1 (stereo not given) | 4
O=C(O)c1ccc(/C=C2\SC(=S)N(NC(=O)c3ccccc3)C2=O)cc1 | -2
COc1ccccc1C(=O)NC1(C(F)(F)F)C(=O)N(CC(C)C)C2=C1C(=O)CC(C)(C)C2 (stereo not given) | 0
COC1OC(=O)C(Cl)C1=Nc1ccccc1 (stereo not given) | 2
Nc1ccccc1-c1ccccc1O | -3
Cc1cc(C)c(NC(=O)CSc2nc3ccc(NC(=O)CCc4ccccc4)cc3s2)c(C)c1 | -5
CNCCOC(c1ccc(F)cc1)c1ccccc1F (stereo not given) | 1
O=C(CCc1cn[nH]c1)NCc1cccnc1Oc1cccc(C(F)(F)F)c1 | -1
COC(=O)C(NC(=O)CC(C)C)(Nc1nc2c(s1)CCCC2)C(F)(F)F (stereo not given) | -6
CCc1cccc2c(-c3ccccc3)nc(SCC(=O)Nc3ccc(OC)cc3)nc12 | -3
CC(C)Cn1c(=O)c2ccccc2n2c(CCC(=O)NC(C)c3ccccc3)nnc12 (stereo not given) | 15
CCOC(=O)c1c(NC(=O)C(F)(F)F)sc(C)c1-c1ccc(Cl)cc1 | 1
COc1cc(CNCCSc2nnnn2C)ccc1OCc1ccc(C)cc1 | 4
Cc1ccc2onc(CC(=O)Nc3cccc(C(F)(F)F)c3)c2c1 | 0
Cc1csc2nc(-c3cccc(NC(=O)c4c(F)cccc4F)c3)cn12 | 7
COc1ccc(Cn2c(=O)n(-c3ccc(C)cc3)c(=O)c3c2c2cc(C)ccc2n3C)cc1 | -3
O=C(Nc1ccncc1)C1CCN(C(=O)c2ccccc2)CC1 | -5
CCC(=O)Nc1ccc2nc(SCCOc3ccc(C)cc3)sc2c1 | -5
CCOC(=O)c1sc(NC(=O)CSc2nc3sc(C)c(C)c3c(=O)n2-c2ccccc2)nc1C | 0
Cc1n[nH]c(=S)n1/N=C/c1ccc2c(c1)OCO2 | -8
CC(C)CCNc1nc2c([nH]1)c(=O)n(C)c(=O)n2C | 4
CCc1nnc(NC(=O)c2cc(=O)c3cc(C)c(C)cc3o2)s1 | 1
Next section
SMILES | ROC1-CUL1 inh
Cc1ccc2nc(-c3ccc(Br)cc3)[nH]c2c1 | 2
CCCC1=NN2C(=O)C(C(c3ccc(-c4ccccc4)o3)C3C(=O)N=C4SC(CCC)=NN4C3=O)C(=O)N=C2S1 (stereo not given) | -3
CCc1ccc(NC(=O)CN2C(=O)c3cccc4cccc2c34)cc1 | -4
CCn1nc(C)c(-c2ccccc2O)c1-c1ccc(OC)cc1 | -8
COCCN1C(=O)CC(CC(=O)N(C)Cc2csc(C)n2)(c2ccccc2Cl)C1=O (stereo not given) | 10
CCCN1CCN(C(=O)c2ccc(Cl)cc2Cl)CC1 | -2
CCNC(=O)C1CCN(Cc2cccc(C)c2)CC1 | 1
Cc1ccc(C)c(NC(=O)C(=O)NCC(c2cccnc2)N2CCN(c3ccc(F)cc3)CC2)c1 (stereo not given) | -4
O=C(CSc1nc2ccccc2n1Cc1ccccc1)Nc1ccccn1 | -3
CC1CCN(c2nn3c(=O)c(C(=O)NC(C)C)cnc3s2)CC1 | -4
c1ccc2c(c1)ncn2Cn1cnc2ccccc21 | -1
Cc1ccc(OCCCN2CCCCC2)c(Cl)c1 | -9
COC(=O)c1ccc(C(=O)NCc2cccnc2N(C)C)cc1 | 2
COC(=O)c1c(-c2ccc(Cl)cc2)csc1NC(=O)c1ccc2c(c1)OCO2 | -7
CC1(C)CC(=O)C2=C(C1)Nc1ccccc1N(C(=O)C1CC1)C2c1cccnc1 (stereo not given) | 2
COc1ccc(CN2CCc3nc(SCC(=O)Nc4cc(C)cc(C)c4)[nH]c(=O)c3C2)cc1 | 6
CCOC(=O)c1ccc(N=CC2N=C(c3ccc(Cl)cc3)OC2=O)cc1 (stereo not given) | 4
CC1=C(C(=O)O)N2C(=O)C(NC(=O)c3ccn(C)n3)C2SC1 (stereo not given) | -4
COc1cc(S(=O)(=O)N2CCCCC2)ccc1N | 5
CCCCc1nc2cc(C(=O)NCc3cccnc3)ccc2o1 | -7
CC(=O)C1C(=O)C(=O)N(CCc2c[nH]c3ccccc23)C1c1ccc(C(C)C)cc1 (stereo not given) | 6

Gathered by group: the entries above with an NH in an aromatic ring (13)
SMILES | ROC1-CUL1 inh
O=C(CSc1nc2c(c(=O)[nH]1)CCC2)Nc1cc(C(F)(F)F)ccc1Cl | 3
CCc1ccc(-n2c(SCc3ccccc3F)nc3[nH]ncc3c2=O)cc1 | -4
c1csc(CN2CCc3[nH]nc(-c4ccc5c(c4)OCO5)c3C2)c1 | 2
O=C(CSC(=S)N1CCOCC1)c1c[nH]c2ccccc12 | -5
Cc1ccccc1NC(=O)NCCc1c[nH]c2ccccc12 | 0
O=C(Nc1cccc(C(F)(F)F)c1)c1cc(S(=O)(=O)N2CCCC2)c[nH]1 | -6
Cc1ccc(NS(=O)(=O)c2cc3[nH]c(=O)c(=O)[nH]c3cc2C)cc1N(C)C | 4
O=C(CCc1cn[nH]c1)NCc1cccnc1Oc1cccc(C(F)(F)F)c1 | -1
Cc1n[nH]c(=S)n1/N=C/c1ccc2c(c1)OCO2 | -8
CC(C)CCNc1nc2c([nH]1)c(=O)n(C)c(=O)n2C | 4
Cc1ccc2nc(-c3ccc(Br)cc3)[nH]c2c1 | 2
COc1ccc(CN2CCc3nc(SCC(=O)Nc4cc(C)cc(C)c4)[nH]c(=O)c3C2)cc1 | 6
CC(=O)C1C(=O)C(=O)N(CCc2c[nH]c3ccccc23)C1c1ccc(C(C)C)cc1 (stereo not given) | 6

Screens (PubChem)
